# Screening results from PubChem.
# GlmU inhibition = inhibition of mycobacterial GlmU enzyme – biochemical, glucosamine-1-phosphate acetyltransferase (AID 1376) | hit rate 0.25% among 220,000 | inhibition, %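 (tested at 30 µM in the primary screen)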, or IC50 in µM where a hit was titrated | M. tuberculosis GlmU acetyltransferase enzyme assay; higher % means a stronger effect; in the data active = inhibition above about 13%;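 note: 0% = complete reaction with vehicle and 100% = reaction without substrate; strong numbers were not always called active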
# RmlCD inh 1536 = inhibitors of Mycobacterium tuberculosis RmlC and RmlD coupled enzymes. P9WH09+P9WH11. RmlC+RmlD coupled enzyme assay, percent inhibition; primary screen in compound mixtures. inhibition, % at 3.6 µM. hit rate 0.03% among 160,000; in the data active = inhibition mostly above about 34%, no sharp cut-off; note: some results filed as inactive read as strong as hits
# Target sequence (P9WH09 whole entry, looked up): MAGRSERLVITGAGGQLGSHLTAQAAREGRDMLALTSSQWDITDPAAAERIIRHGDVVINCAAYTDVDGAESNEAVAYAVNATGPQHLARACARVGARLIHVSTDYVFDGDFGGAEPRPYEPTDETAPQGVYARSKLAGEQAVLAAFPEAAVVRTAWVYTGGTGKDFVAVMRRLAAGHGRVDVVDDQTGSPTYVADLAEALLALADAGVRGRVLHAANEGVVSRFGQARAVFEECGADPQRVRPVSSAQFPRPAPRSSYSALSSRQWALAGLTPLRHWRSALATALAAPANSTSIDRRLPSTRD
# Target sequence (P9WH11 whole entry, looked up): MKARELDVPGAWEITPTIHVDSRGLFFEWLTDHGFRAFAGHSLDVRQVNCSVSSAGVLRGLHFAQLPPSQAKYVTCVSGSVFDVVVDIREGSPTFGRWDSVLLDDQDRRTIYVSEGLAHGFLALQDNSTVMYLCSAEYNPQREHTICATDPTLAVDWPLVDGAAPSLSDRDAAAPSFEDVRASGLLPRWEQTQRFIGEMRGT
# Starred values were filed as active, the others as inactive; . = no result given.
# Values run as follows: GlmU inhibition	RmlCD inh 1536
COC(=O)CC1(C(=O)OC)Oc2ccc(Br)cc2C(=O)N1c1cc(Cl)cc(Cl)c1 (configuration not stated)
  -1.1%	-3
CSc1cc(-c2ccc(Cl)cc2)c(C(=O)NC(C)C)s1
  -0.9%	3
NC(=O)c1cccnc1OCC(F)(F)F
  6.6%	.
Cc1cc(OCc2cc3c(cc2Cl)OCO3)c2c(C)cc(=O)oc2c1
  0.4%	-3
COc1ccc(-n2c(O)c(C(C)=NCCCn3ccnc3)c(=O)[nH]c2=O)cc1
  4.0%	11
CCC(C)(C)NC(=O)Cn1c(-c2ccc(C)cc2)noc1=O
  -1.1%	.
COc1ccc(-c2cc(C(=O)Nc3ccccc3SC)no2)cc1
  5.2%	-7
CSc1ncccc1C(=O)OCC(=O)NC(=O)NCCC(C)C
  6.0%	-4
Cc1cccc(Cn2c(C(=O)OC(C)C)cc3c2ccn3C)c1
  6.4%	-2
COc1ccccc1-n1c(CNCC2CCCO2)nc2ccccc2c1=O (configuration not stated)
  -0.8%	6
CCCc1[nH]n(-c2ccc(F)cc2)c(=O)c1C=Nc1cccc(F)c1
  -2.5%	-12
O=[N+]([O-])c1cc(-c2nnc(Nc3ccccc3)c3ccccc23)ccc1N1CCOCC1
  0.8%	18
Cc1cccc(Cn2cnc3c(N)c(C)c(C)cc32)c1
  2.5%	14
CCOc1cc2[nH]c(=O)n(CCCC(=O)NCc3ccc(OC)cc3)c(=O)c2cc1OCC
  -1.1%	0
COc1cccc(NC(=O)C(OC(=O)/C=C/c2ccc3c(c2)OCO3)c2ccccc2)c1 (configuration not stated)
  -6.9%	.
CC1CN(C(NC(=O)C(C)(C)C)C(Cl)(Cl)Cl)CC(C)O1 (configuration not stated)
  -0.2%	.
Cc1ccc(N2C(=O)c3ccc(C(=O)N4CCOCC4)cc3C2=O)cc1C
  -4.5%	.
O=C(Nc1cc(S(=O)(=O)N2CCOCC2)ccc1O)c1ccc(NS(=O)(=O)c2ccc(Cl)s2)cc1
  -2.6%	-8
O=C(Nc1cccc(C(F)(F)F)c1)c1cc(-c2ccc(F)cc2)on1
  4.6%	-8
O=C(CSc1nc2ccccc2s1)NCCOc1ccc(Cl)cc1
  -0.3%	.
COC(=O)c1c(NC(=O)CN2CCCC(C)C2)c2c(C)cccc2n1C (configuration not stated)
  -5.5%	12
CC(C)(C)C1CCC(OC(=O)CN2CCCCC2)CC1 (configuration not stated)
  -2.4%	-10
Cc1cc([N+](=O)[O-])cnc1NC(C)c1ccccc1 (configuration not stated)
  1.8%	10
CC1=CC(C)(C)N(C)C(=O)N1c1ccc(Cl)cc1
  0.0%	.
Cc1cc(Cl)ccc1OCC(=O)OC(C)C(=O)N(C)C (configuration not stated)
  .	8
O=C(COc1ccc(Br)cc1)c1ccc2c(c1)CCCC2
  2.7%	-6
Cc1cccc(NC(=O)c2cc(N3CCOCC3)nc3ccccc23)c1
  -0.9%	6
Cn1nc(C(F)(F)F)cc1C(=O)NC1CCCCCC1
  3.2%	4
O=C(COC(=O)c1ccc(O)cc1)Nc1ccc(Cl)cc1
  -6.1%	8
Cc1nn(Cc2ccccc2)c2c1C(c1cccc(Cl)c1)C(C#N)=C(N)O2 (configuration not stated)
  1.9%	.
NS(=O)(=O)c1ccc(NC(=O)COC(=O)c2cnc(Cl)c(Cl)c2)cc1
  0.3%	13
COC(=O)c1ccc(NC(=O)C(=O)NCC2CCCO2)cc1 (configuration not stated)
  5.0%	4
CS(=O)(=O)N(CC(=O)NCc1ccccn1)Cc1ccc(Cl)cc1
  -0.1%	-7
COc1ccc(CCN(C)C(=O)CSc2nnnn2C)cc1OC
  0.0%	.
CCCn1nc(C(=O)OCC(=O)Nc2cccc(OC)c2)c2ccccc2c1=O
  0.1%	.
COc1ccc(-c2oc(NC(=O)CSc3nncn3C)c(C#N)c2-c2ccc(OC)cc2)cc1
  0.1%	10
CSCCC(NC(N)=O)C(=O)Nc1ccc(F)c(Cl)c1 (configuration not stated)
  -1.1%	-8
Cc1ccc(NC(=O)CSc2nnc(-c3ccncc3)n2C)cc1C
  -3.1%	-4
CCN(CC)CCCNC(=O)CCC(=O)Nc1ccc2nc(N3CCC(C)CC3)cc(C)c2c1
  -2.8%	-4
Cc1nnc(SCc2cccc(Oc3ccccc3)c2)n1N
  0.7%	.

# Nothing new here: entries from further up.
# Values run as follows: GlmU inhibition	RmlCD inh 1536
CSCCC(NC(N)=O)C(=O)Nc1ccc(F)c(Cl)c1 (configuration not stated)
  -1.1%	-8
Cc1ccc(NC(=O)CSc2nnc(-c3ccncc3)n2C)cc1C
  -3.1%	-4
CCN(CC)CCCNC(=O)CCC(=O)Nc1ccc2nc(N3CCC(C)CC3)cc(C)c2c1
  -2.8%	-4
Cc1nnc(SCc2cccc(Oc3ccccc3)c2)n1N
  0.7%	.

# (continued)
# Values run as follows: GlmU inhibition	RmlCD inh 1536
CN(C)S(=O)(=O)c1ccc(C(=O)Nc2cccnc2)cc1
  6.5%	.
O=C(Nc1nnc(-c2cccc(F)c2)s1)Nc1ccccc1F
  1.1%	-8
CCOC(=O)Cc1c(C)nc2cc(-c3ccc(C(C)(C)C)cc3)[nH]n2c1=O
  11%	.
Brc1ccc(OCCOCCN2CCOCC2)cc1
  6.2%	-5
Nn1c(Cc2cccc3ccccc23)nnc1SCC(=O)NC1CCS(=O)(=O)C1 (configuration not stated)
  -0.9%	-1
N/C(=N\O)c1ccc(Oc2ccccc2Cl)c([N+](=O)[O-])c1
  -3.1%	-7
COCCN(CCOC)C(=O)C1CCCN(S(=O)(=O)c2ccc(NC(=O)OC)cc2)C1 (configuration not stated)
  2.0%	6
COC(=O)COc1cccc2c(=O)n(CC(=O)N3CCCCC3)ccc12
  3.9%	-14
Cc1cc2cc(CN(Cc3ccc4c(c3)OCO4)C(=O)c3ccco3)c(=O)[nH]c2cc1C
  1.8%	.
COc1cc2c(cc1OC)-c1nnnn1C(C)(C)C2
  1.0%	15
CCCN(CCC)c1nc(N)c(C#N)c(CC#N)c1C#N
  1.4%	.
CSc1nc2n(n1)C(c1cccc(F)c1)C(C(=O)Nc1ccc(C)cc1C)=C(C)N2 (configuration not stated)
  -2.3%	4
C=C1CCN([C@@H](Cc2ccccc2)C(=O)NCc2ccc(Cl)c(Cl)c2)S(=O)(=O)c2ccccc21
  -3.1%	.
COCCN1C(=O)C(=O)/C(=C(/O)c2ccc(OC(C)C)cc2)C1c1cccnc1 (configuration not stated)
  3.7%	.
Cc1c(C(=O)OCC(=O)Nc2ccc(S(N)(=O)=O)cc2)oc2c1ccc1ccccc12
  -8.3%	.
COc1cccc(NC(=S)NNC(=O)CCn2cc([N+](=O)[O-])cn2)c1
  -3.5%	-4
COc1ccc(/C=C/C(=O)NCC(=O)N/N=C/c2cc(Br)ccc2OC)cc1
  -5.8%	.
COc1ccccc1NC(=O)CCC(=O)Nc1ccccc1OC
  -6.1%	.
COc1ccc(CN2CC(=O)N(c3ccc(C)cc3C)C2=S)cc1OC
  -3.3%	-5
CC(C)Sc1snnc1-c1ccccc1
  -9.0%	12

# Quoted from the listing.
# RmlCD inh 1536 with Nn1c(Cc2cccc3ccccc23)nnc1SCC(=O)NC1CCS(=O)(=O)C1 (configuration not stated) stands at -1
# GlmU inhibition with O=C(Nc1nnc(-c2cccc(F)c2)s1)Nc1ccccc1F stands at 1.1%

# (further entries)
# Values run as follows: GlmU inhibition	RmlCD inh 1536
CC(=O)Nc1nc(C2CC2)cc(-c2ccccc2)c1C#N
  -2.9%	11
CCCSc1nnc(Cn2c(=O)sc3ccccc32)n1-c1ccccc1
  4.2%	5
CCC(=O)N(CCC1(c2ccccc2OC)CCOC(C(C)C)C1)Cc1ccco1 (configuration not stated)
  0.4%	18
C=CCNC(=O)c1onc(CSc2cccc(OCC)c2)c1C(=O)O
  1.0%	.
Cc1cc(/N=C/C=C2\N(C)c3ccccc3C2(C)C)n(CCC#N)n1
  -5.1%	3
O=C(COc1ccc(S(=O)(=O)N2CCCC2)cc1Cl)N1CCN(c2ccccc2)CC1
  -1.3%	-7
Cc1cccc(N(CC(=O)N2CCOCC2)S(C)(=O)=O)c1C
  -0.3%	.
NC(=O)CC1Nc2cccc3cccc(c23)NC1=O (configuration not stated)
  7.9%	23
O=C1NCCc2c1[nH]c1ccc([N+](=O)[O-])cc21
  -5.9%	8
CSc1nc(N)nc(SCC(=O)Nc2ccc(Cl)cc2)c1C#N
  3.6%	5
Cc1cc(C)cc(NC(=O)N(C)Cc2ccccc2)c1
  -8.6%	4
CC(=O)N1CCN(c2ccc(NC(=O)c3ccc4c(c3)OCCO4)cc2)CC1
  5.5%	.
O=C1c2ccccc2C(=O)N1CCc1nc(-c2ccncc2)no1
  -0.8%	.
CC(=O)c1cccc(NC(=O)C2CC(=O)N(CCc3ccccc3)C2)c1 (configuration not stated)
  2.7%	5
C[C@H](NC(=O)c1[nH]cnc1C(=O)Nc1ccc(CNC(=O)OC(C)(C)C)cc1)C(=O)OCc1ccccc1
  12%	-9
Cc1ccc2c(c1)c1c(n2CC(O)Cn2nc(C)c(Br)c2C)CCCC1 (configuration not stated)
  -0.8%	12
CCOCCSc1nc2c(c(-c3cccs3)c1C#N)CC/C2=C/c1cccs1
  -4.3%	-5
C1CCN(Cc2nnnn2C2CCCC2)CC1
  4.1%	.
COC(=O)c1ccc(NC(C)C(=O)OC)c([N+](=O)[O-])c1 (configuration not stated)
  1.4%	-13
CCOC(=O)C1=NOC(CNc2ncc(C(F)(F)F)cc2Cl)C1 (configuration not stated)
  -4.3%	-12

# Laid out differently: entries from further up
SMILES	GlmU inhibition	RmlCD inh 1536
CC(=O)Nc1nc(C2CC2)cc(-c2ccccc2)c1C#N	-2.9%	11
CCCSc1nnc(Cn2c(=O)sc3ccccc32)n1-c1ccccc1	4.2%	5
CCC(=O)N(CCC1(c2ccccc2OC)CCOC(C(C)C)C1)Cc1ccco1 (configuration not stated)	0.4%	18

# (continued)
# Values run as follows: GlmU inhibition	RmlCD inh 1536
CC(=O)c1cccc(NC(=O)N2CCCC2C(=O)Nc2ccc3c(c2)OCCO3)c1 (configuration not stated)
  7.8%	0
CCNC(=O)NC(=O)COC(=O)C1CSC2(C)CCC(=O)N12 (configuration not stated)
  -4.5%	.
O=C(N/N=C\c1ccc(-c2ccccc2[N+](=O)[O-])o1)C1COc2ccccc2O1 (configuration not stated)
  2.5%	-8
Nc1c(NCCCN2CCOCC2)c2ccccc2oc1=O
  -1.9%	0
CCOC(=O)C1CCN(S(=O)(=O)c2cnc[nH]2)CC1
  0.0%	-8
Cc1nc2ccccc2c2c1C(=O)N(C1CCCCCCC1)C2=O
  1.5%	.
CCCN(CCC)CCCNC(=O)C(NS(=O)(=O)c1ccc2c(c1)CCC(=O)N2)c1ccccc1 (configuration not stated)
  5.8%	-13
COc1ccc(C2CN=NC2C(=O)c2ccccc2)cc1 (configuration not stated)
  -1.5%	-3
O=C(/C=C1\NCC2c3ccccc3CCN2C1=O)c1ccccc1 (configuration not stated)
  -1.8%	.
Cn1c(=O)n(C)c2cc(CNc3ccc(N4CCOCC4)c(C(=O)O)c3)ccc21
  -8.4%	.
CNC(=O)/C(C#N)=C/c1ccc(-c2ccc(Cl)cc2)o1
  -4.3%	5
CCCCOC(=O)CSc1n[nH]c(=O)[nH]c1=O
  1.8%	3
CSc1nc(N)c(C#N)c(-c2ccc(Cl)cc2)c1C#N
  -3.8%	.
Cc1cccc(NC(=O)CSc2nnc(-c3cnccn3)n2Cc2ccco2)c1
  1.1%	47
N#Cc1ccc(/C=C(\C(=O)C(=O)O)c2ccc3ccccc3n2)cc1
  0.7%	9
NC(=O)C1=C[C@H](c2csc3ccccc23)C[C@H](OCCCCO)O1
  4.3%	.
CCOc1ccccc1NC(=S)NCc1ccco1
  2.7%	-2
CCOC(=O)C(C(=O)N(C)C)c1ncc(C(F)(F)F)cc1Cl (configuration not stated)
  5.5%	-3
O=C(CCn1nnc2ccccc21)N1CCC(O)(c2cccc(F)c2)CC1
  -0.5%	8
Cc1cc(NC(=O)CSc2nc3sc(C)c(C)c3c(=O)n2C2CCCC2)no1
  -3.6%	.
Cc1ccc(S(=O)(=O)N2CCOCC2)cc1C(=O)Nc1ccccn1
  -1.4%	-6
O=C(Cn1c(C(=O)NCc2ccco2)cc2sccc21)c1ccccc1
  .	8
COC(=O)c1[nH]c2ccccc2c1NC(=O)/C=C/c1ccc2c(c1)OCO2
  -1.2%	11
O=C(/C=C/c1ccc(Cl)cc1)N(Cc1ccccc1)c1ccccn1
  3.1%	.
CC1=C(C(=O)OCc2ccccc2)C(c2ccccc2OS(=O)(=O)c2ccc([N+](=O)[O-])cc2)NC(=O)N1CCCC(=O)O (configuration not stated)
  -1.9%	.
C=CCn1c(SCC(=O)Nc2ccc3c(c2)OCO3)nnc1-c1ccccc1O
  2.8%	14
NS(=O)(=O)c1ccc(N/C=C\C(=O)c2ccc3ccccc3c2)cc1
  -12%	10
CC(=O)Nc1cc(C)c(S(C)(=O)=O)c(C)c1
  -1.7%	23
C(#CC1CCCCC1)c1ccc2c(c1)COc1c3ccccc3nn1-2
  -0.6%	.
Cc1nc(-n2ncc(C#N)c2N)c2c3c(sc2n1)CCC3
  5.8%	3
CN(C)c1cccc(/C=C(\C#N)c2ccccc2)c1
  1.1%	7
COc1ccc(OC)c(CNc2ccc(F)c(Cl)c2)c1
  -0.8%	.
COc1ccccc1Oc1coc2c(CN3CCOCC3)c(O)ccc2c1=O
  -6.8%	.
O=C(CSc1nnc(-c2ccco2)c(-c2ccco2)n1)Nc1ccccc1
  13%*	12
CCOC(=O)c1c(C)[nH]c(C(=O)O)c1C
  -3.7%	.

# This is a subset, so the mix of outcomes need not match the whole.
